TGFb inhibitor – TGF-b pathway inhibition. HepG2 CAGA-GFP TGF-b/SMAD3 reporter, GFP fluorescence, 18 h; TGF-beta stimulated, 500 pg/mL final. Potency, µM (top dose mostly 46.1 µM), without a hit: at the highest dose activity, negative = inhibition, actives largely listed as inhibitors. 410,000 tested, 1.2% active; also: potency is read from the fitted curve at half-maximal effect; % is scaled to controls: 0 for no effect and ±100 for the full control effect; nearly all actives have a fitted effect of over 65% in size
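Cell-based qHTS in HEPG2 carrying a CAGA-GFP Smad reporter; compounds added before 500 pg/mL final TGF-beta, 18 h incubation at 37 degrees C, GFP fluorescence quantified per cell by imaging cytometry.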
ATXN2 expr inh – reduces ATXN2 reporter expression in HEK-293 cells; 360,000 tested, 0.72% active; HEK-293 ATXN2-luciferase reporter, luminescence, 24 h; Potency, µM (doses to about 57 µM), for inactives: top-dose activity change, negative = inhibition, usual class: inhibitors; also: potency is read from the fitted curve at half-maximal effect; % is scaled to controls: 0 for no effect and ±100 for the full control effect; nearly all actives have a fitted effect of over 55% in size
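ATXN2-luciferase reporter cells (luciferase flanked by upstream and downstream ATXN2 gene portions) were treated 24 h at 37 °C with compounds at up to 57 uM. SteadyGlo luminescence gave expression; GF-AFC fluorescence gave viability.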
HepG2 tox – counter-screen for TGF-b inhibitors: cytotoxicity in HepG2 cells. HepG2 CAGA-GFP viability, ATP luminescence, 18 h. Potency, µM (top dose mostly 46.1 µM), inactives show top-dose activity change, negative = cytotoxicity, actives largely listed as cytotoxic. 410,000 tested, 0.76% active. AID 588856; also: potency is read from the fitted curve at half-maximal effect; some results filed as inactive show a strong effect at the top dose
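CellTiter-Glo luminescence gave cytotoxicity after 18 hours at 37 degrees C. The cells were HepG2 CAGA-GFP in 1% FBS DMEM, stimulated with 500 pg/mL TGF-beta after compound addition. %Activity was normalised to no-cell wells (complete cell-killing) and DMSO (no toxicity), and curves were fitted and classified.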
IL2 activator – IL-2 activation | IL-2 activation reporter assay, cell-based qHTS; stimulated with anti-CD3/CD4/CD28 beads; in transgenic mouse T cells | activation, % (series mostly up to about 46 µM) | 360,000 tested, 0.065% active; in the data active = activation above about 50%; inconclusive = mostly about 30% to 49%; also: 0% is about no effect
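Unstimulated transgenic mouse T cells preincubated 60 min with compound, then stimulated with anti-CD3/anti-CD4-coated beads plus anti-CD28 for 18 h at 37 degrees C. IL-2 response read as EGFP and DsRed fluorescence by plate cytometry.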
EPAC2 agonist – activates human EPAC2 exchange factor; Q8WZA2; EPAC2 activation, biochemical qHTS; response scale: 100% = 6.5 mM cAMP response; Potency, µM (top dose mostly 154 µM), for inactives: at the top dose activation, most hits filed as activators; 360,000 tested, 0.079% active; AID 720711; also: potency is read from the fitted curve at half-maximal effect; nearly all actives have a fitted effect of over 50% in size
Target sequence (Q8WZA2 whole entry, looked up): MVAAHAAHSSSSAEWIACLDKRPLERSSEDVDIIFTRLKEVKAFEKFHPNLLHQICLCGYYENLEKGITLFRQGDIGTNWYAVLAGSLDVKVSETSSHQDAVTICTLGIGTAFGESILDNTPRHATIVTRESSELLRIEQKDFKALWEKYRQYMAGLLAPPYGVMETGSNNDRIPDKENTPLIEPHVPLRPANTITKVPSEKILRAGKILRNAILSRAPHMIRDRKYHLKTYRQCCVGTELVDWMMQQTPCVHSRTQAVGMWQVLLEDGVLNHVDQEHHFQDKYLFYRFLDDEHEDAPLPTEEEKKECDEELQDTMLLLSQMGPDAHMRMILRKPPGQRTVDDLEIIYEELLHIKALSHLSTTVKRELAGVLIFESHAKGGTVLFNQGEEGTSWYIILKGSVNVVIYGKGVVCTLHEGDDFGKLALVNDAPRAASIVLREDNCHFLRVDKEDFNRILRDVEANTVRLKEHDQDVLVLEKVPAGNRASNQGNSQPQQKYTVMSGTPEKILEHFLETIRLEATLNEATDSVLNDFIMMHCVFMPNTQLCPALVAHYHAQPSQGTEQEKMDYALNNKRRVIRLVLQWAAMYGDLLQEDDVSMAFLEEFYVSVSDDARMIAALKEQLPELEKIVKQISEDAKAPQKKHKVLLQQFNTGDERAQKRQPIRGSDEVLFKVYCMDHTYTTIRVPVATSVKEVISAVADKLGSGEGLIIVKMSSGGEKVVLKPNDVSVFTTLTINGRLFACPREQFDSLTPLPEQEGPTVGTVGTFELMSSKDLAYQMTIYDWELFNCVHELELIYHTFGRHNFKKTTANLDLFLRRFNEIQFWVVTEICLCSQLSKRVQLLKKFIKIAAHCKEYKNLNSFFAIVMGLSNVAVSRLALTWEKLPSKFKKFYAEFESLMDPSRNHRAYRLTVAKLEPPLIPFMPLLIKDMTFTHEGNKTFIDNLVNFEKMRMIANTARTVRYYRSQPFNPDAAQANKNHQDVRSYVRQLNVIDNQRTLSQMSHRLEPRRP
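In this primary screen, activation is scored as increased exchange of BODIPY-GDP from Rap1B by 100 nM EPAC2, with 50 uM GDP as competitor. Signal is normalized to the 6.5 mM cAMP agonist control.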
Nrf2 ARE act – Nrf2 pathway activation; AREc32 ARE-luciferase reporter (MCF7-derived line), luminescence, 24 h; Potency, µM (titrated, usually from 46.1 µM), inactives show top-dose activation, usual class: activators; 410,000 tested, 0.31% active; also: potency is read from the fitted curve at half-maximal effect; % of control where 0% means no effect; nearly all actives have a fitted effect of over 65% in size
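AREc32 cells carrying an ARE-driven firefly luciferase, 1000 cells/well in OPTI-MEM with 5% FBS, dosed after overnight attachment and incubated 24 hr at 37 deg C. Steady-Glo luminescence read after 30 min at RT.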
S2 tox – reduces viability in counter-screen for ATXN expression inhibitors; Potency, µM (doses to about 56.7 µM), actives largely listed as cytotoxic; S2 cells (HEK-293 line with an ATXN2-luciferase reporter) viability, CellTiter-Fluor protease fluorescence, 24 h; 400,000 tested, 0.49% active; also: potency is read from the fitted curve at half-maximal effect; nearly all actives have a fitted effect of over 40% in size
Nrf2 block – Nrf2 pathway inhibition; A549 ARE-Fluc reporter, luciferase luminescence, 18-24 h; Potency, µM (top dose mostly 46 µM), without a hit: at the top dose activity change, negative = inhibition, most hits filed as inhibitors; 360,000 tested, 2.1% active; AID 504444; also: potency is read from the fitted curve at half-maximal effect; % is scaled to controls: 0 for no effect and ±100 for the full control effect; nearly all actives have a fitted effect of over 60% in size
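In this cell-based qHTS, ARE-driven firefly luciferase in A549 cells reports Nrf2 activity; the luminescent signal after BugLite lysis is the measured value, with a prior CellTiter-Fluor read for cell health.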
A549 tox – kills or reduces viability of A549 cells in Nrf2 counter-screen; A549 ARE-Fluc cells, CellTiter-Fluor viability, 18-24 h; Potency, µM (top dose mostly 46 µM), without a hit: top-dose activity change, negative = cytotoxicity, hits mostly inhibitors; 390,000 tested, 0.16% active; AID 504648; also: potency is read from the fitted curve at half-maximal effect; % is scaled to controls: 0 for no effect and ±100 for the full control effect
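Cytotoxicity counterscreen: CellTiter-Fluor fluorescence was measured in A549 ARE_Fluc cells after 18-24 h of compound exposure in a concentration series. The subsequent BugLite luminescent read reports ARE-luciferase activity.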
* marks the source's active call; other numbers are inactive results; i = inactive; ? = inconclusive; · = not tested or not shown; [ ] = remark or other dose. Unless noted, calls follow the shape of the dose curve; as a rule, active = well fitted curve in the direction sought with a large enough effect; inconclusive = small, poorly fitted or top-dose-only effect, or another doubt; inactive = no such curve, though single readings can be large; an effect the other way counts as inactive or inconclusive.

SMILES | TGFb inhibitor | ATXN2 expr inh | HepG2 tox | IL2 activator | EPAC2 agonist | Nrf2 ARE act | S2 tox | Nrf2 block | A549 tox
O=S(=O)([N-]c1nc2ccccc2nc1-[n+]1ccc(Cc2ccccc2)cc1)c1ccc(Br)s1 | 2.8µM* | ? | -107% | -0.2 | 15% | -3.6% | ? | ? | ?
CCN(CC)S(=O)(=O)c1cccc(C(=O)NC(Cc2c[nH]c3ccccc23)c2nnc3n2CCCCC3)c1 (stereo not drawn) | 22% | 9% | -6% | 1.0 | 4% | -0.7% | i | -8% | -17%
Cc1ccc(-c2nc(C(Cl)Cl)c3ccccc3n2)cc1 | -4% | ? | -13% | -3.3 | 10% | 4.7% | i | ? | ?
CCCN(CC(=O)Nc1ccccc1C)C(=O)CCCc1c[nH]c2ccccc12 | 4% | 20% | -15% | 0.2 | -5% | 2.4% | i | 15% | 3%
O=C(O)CCC(=O)NCc1ccc(F)cc1 | -2% | 1% | 5% | 0.6 | 5% | -0.8% | i | -6% | 1%
CN(C(=O)c1cccc(NC(=O)Cc2cccc([N+](=O)[O-])c2)c1)C1CCCC1 | ? | -40% | -14% | 0.2 | 14% | 6.4% | i | 10µM* | -2%
O=C(CSc1nncn1-c1ccccc1)NC1CCCc2ccccc21 (stereo not drawn) | ? | -2% | -6% | -2.0 | -3% | -0.7% | i | -13% | 0%
COc1ccc(S(=O)(=O)n2c([N+](=O)[O-])cnc2C)c(C)c1C | 12% | -21% | 4% | -3.2 | 4% | 0.1%[9.22 µM] | i | 3% | 1%
O=S(=O)(Cc1ccccc1)C(CCCc1ccccc1)S(=O)(=O)Cc1ccccc1 | 4% | 0% | -3% | 0.4 | 0% | -0.6% | i | 4% | 19%
COc1cc(C(C2=C(O)CC(C)(C)CC2=O)C2C(=O)CC(C)(C)CC2=O)cc(OC)c1OC (stereo not drawn) | 0% | -3% | -60% | -0.1 | -17% | 3.3% | i | -6% | -10%
COc1ccc(Cc2nc(-c3ccc(Br)cc3)no2)cc1 | ? | 0% | -31% | -0.8 | 18% | 5.7% | i | -25% | 0%
O=c1oc2ccc(Br)cc2cc1-c1csc(-c2ccccc2)n1 | -3% | 5% | -1% | · | · | 4.2% | i | · | 1%
O=S(=O)(NCCO)c1ccc2c(c1)Cc1cc(S(=O)(=O)NCCO)ccc1-2 | ? | -5% | 1% | -2.4 | 2% | -1.2% | i | 12% | 5%
COc1ccc(OC)c(NC(=O)CCC(=O)Nc2nnc(C(C)C)s2)c1 | 4% | -9% | 2% | -3.2 | -2% | 0.7% | i | -4% | 0%
CCCCn1c(N)c(N(CCOC)C(=O)CSc2n[nH]c(-c3ccc(OC)cc3)n2)c(=O)[nH]c1=O | -12% | -6% | -2% | 1.6 | 7% | -0.1% | i | 1% | 6%
Cc1ccc2[nH]c(=O)c(CN(CCc3ccccc3)C(=O)N3CCOCC3)cc2c1 | 3% | -13% | -30% | -1.2 | 11% | -0.4% | i | 2% | -1%
Cc1ccc(-c2c3c(=O)n(C)c(=O)n(C)c3c3c(-c4cccc(C)c4)nc4ccccc4n23)cc1 | 11% | 3% | -8% | · | · | -0.8% | i | 7% | -2%
Cc1ccc(Nc2ncnc3c2cnn3C)cc1 | 0% | · | -18% | -1.2 | 4% | 6.1% | i | ? | 13%
Cc1c(Cl)c([N+](=O)[O-])nn1Cc1ccc(C(=O)N/N=C\c2ccccn2)o1 | -11% | -8% | -19% | 1.3 | 7% | 3.0% | i | 18% | 11%
O=S(=O)(c1ccc2ccccc2c1)N1CCN(C2Cc3ccccc3C2)CC1 | 5µM* | -12% | -15% | -0.2 | 17% | 0.0%[9.22 µM] | i | -16% | 12%
COc1cccc2sc(N(C)c3ccccc3)nc12 | -2% | 39%[activator] | -12% | 0.1 | 2% | 0.2% | i | ? | -12%
COc1cc(C(=O)Nc2cc3c(cc2N2CCCCC2)n(C)c(=O)n3C)cc(OC)c1OC | -17% | · | -48% | -0.5 | -1% | 9.1% | i | ? | -4%
C=CCC[C@H](CCCCC)OC(=O)/C=C/[C@@H](O)[C@H](O)C[C@H](O)CC=C | · | -18% | · | -0.5 | -12% | 8.2% | ? | · | ·
O=C(NCCSc1c(-c2ccc(Cl)cc2)[nH]c2ccccc12)c1ccc(S(=O)(=O)N2CCOCC2)cc1 | -25% | 1% | -30% | · | · | 5.5% | ? | -22%[9.27 µM] | 0%
Cc1sc(NC(=O)CN(C(=O)c2ccccc2F)C2CCCC2)c(C(N)=O)c1C | -4% | -10% | 0% | -2.0 | 12% | -0.5% | i | -10% | -12%
SMILES | TGFb inhibitor | ATXN2 expr inh | HepG2 tox | IL2 activator | EPAC2 agonist | Nrf2 ARE act | S2 tox | Nrf2 block | A549 tox
Cn1ccnc1C(=O)c1ccccc1Cl | 2% | -1% | 2% | -1.1 | 5% | -0.9% | i | -12% | -2%
CCN1CCN(c2nc3c(c(=O)[nH]c(=O)n3C)n2CCCc2ccccc2)CC1 | 9% | -30% | -5% | -0.7 | 7% | -0.6% | i | 2% | 2%
COc1cc(OC)c(C(=O)OC(C)C(=O)Nc2cc(C(F)(F)F)ccc2Cl)cc1OC (stereo not drawn) | ? | -6% | -8% | -3.6 | 0% | 2.0% | · | ? | 0%
CCOC(=O)c1sc(=S)n(-c2ccccc2)c1N(C(C)=O)C(C)=O | -25% | -24%[11.3 µM] | -31% | -0.7 | 0% | -0.6% | i | ? | 0%
O=C(Nc1ccc(Cl)cc1)Nc1nnc(SCc2ccc(Cl)cc2)s1 | -9% | 12% | -16% | -0.3 | 13% | -0.6% | i | 1% | 0%
Cc1ccc(OCC(=O)Nn2c(C)nc3ccccc3c2=O)c(C(C)C)c1 | -26% | -13% | -6% | 1.8 | 0% | 0.1% | i | ? | -6%
O=C1C2CCCN2C(c2ccc(F)cc2)N1c1nccs1 (stereo not drawn) | -20% | 3% | 8% | -0.2 | 7% | -0.4% | i | 5% | -1%
CC(=O)c1ccc(NS(=O)(=O)Cc2ccc(Cl)cc2)cc1 | 2% | 9% | -1% | 0.0 | -23% | 0.2% | i | -21% | 3%
O=S(=O)(c1ccc(=S)[nH]c1)N1CCOCC1 | -1% | -18% | -2% | -4.7 | -1% | 0.2% | i | 11% | -9%
CCOC(=O)c1sc(N(Cc2ccccc2)C(=O)CSc2ncn[nH]2)nc1C | 4% | 0% | -9% | -1.2 | -8% | 1.0% | i | · | 3%
O=C1Nc2ccccc2C1(O)Cc1ccncc1 (stereo not drawn) | -17% | 4% | 8% | 0.7 | 0% | 0.4% | i | · | 0%
COc1cc(C2CC(=O)c3c([nH]c(C(=O)OCCOC(C)C)c3C)C2)cc(OC)c1OC (stereo not drawn) | -34% | 32µM* | -46% | -4.0 | 9% | -0.6% | ? | 4.6µM* | ?
Cc1cc(NC(=O)c2cc(-c3ccc(C)s3)nc3ccccc23)no1 | 2% | 6% | -5% | -0.5 | 10% | -0.1% | i | 11% | -1%
O=C(C1CCCCC1)N1CCN=C1SCc1cccc([N+](=O)[O-])c1 | -11% | -1% | -6% | -0.9 | 18% | 4.4% | i | 21µM* | -2%
CS(=O)(=O)c1ccc2nc(NC(=O)c3ccccc3)sc2c1 | 8% | 29% | -56% | 0.7 | 4% | 3.4% | i | ? | -13%
O=C(c1cc(-c2ccc(Br)cc2)n[nH]1)N1CCN(C(=O)c2ccccc2Br)CC1 | ? | · | -26% | -1.0 | 9% | 5.6% | ? | 26µM* | -14%
COc1ccc(C)cc1NC(=O)C(=O)NNC(=O)COc1ccc(Cl)cc1 | -20% | -34% | -14% | 0.6 | 6% | 5.1% | i | -18% | 2%
CC(C)C(=O)N1c2ncnn2C2(CCCCC2)[C@@H]2CCCC[C@@H]21 | -21% | -26% | -4% | · | · | 0.2% | i | -12% | 12%
Cc1cccc(NC(=O)Cn2cc(S(=O)(=O)Cc3ccccc3Cl)c3ccccc32)c1 | 0% | · | -27% | · | · | 4.8% | · | -4% | -1%
Cc1cc(NC(=O)CCN2CCC(C)CC2)ccc1Br | 5% | · | -17% | 0.6 | 4% | -0.9% | · | -10% | 3%
COCCCNC(=O)C[C@H]1C[C@H](C(=O)N2CCCCC2)[C@@]2(CCc3ccccc3)c3[nH]c4cc(CCC(=O)N(C)C)ccc4c3CCN2C1=O | -5% | 11% | -10% | 0.8 | 6% | -0.4% | i | -13% | 4%
O=C(Nc1ccncc1)C1CC(=O)N(Cc2ccccc2)C1 (stereo not drawn) | -12% | -3% | -16% | -1.7 | 3% | -0.5% | i | 1% | -8%
CCNC(=S)NN(c1ccccc1)c1ccccc1 | -2% | -6% | 1% | 0.8 | -7% | 0.2% | i | -9% | 1%
Cc1nn(CCCC(=O)NCc2ccccc2)c(C)c1[N+](=O)[O-] | -8% | -10% | -8% | 1.2 | -27% | 0.4% | i | -20% | 8%
CSc1ccccc1NC(=O)CN(C)C(=O)Cc1c[nH]c2ccccc12 | ? | -2% | -18% | 4.2 | 15% | 3.2% | i | 12% | 5%
C/C(=N/OC(=O)c1ccccc1Br)c1ccc(C)cc1 | 2% | 65%[activator] | -2% | 1.4 | 23% | ? | i | 5% | 8%

Sorted by heavy-atom count (descending): part of the list above.
SMILES | TGFb inhibitor | ATXN2 expr inh | HepG2 tox | IL2 activator | EPAC2 agonist | Nrf2 ARE act | S2 tox | Nrf2 block | A549 tox
CCN1CCN(c2nc3c(c(=O)[nH]c(=O)n3C)n2CCCc2ccccc2)CC1 | 9% | -30% | -5% | -0.7 | 7% | -0.6% | i | 2% | 2%
C/C(=N/OC(=O)c1ccccc1Br)c1ccc(C)cc1 | 2% | 65%[activator] | -2% | 1.4 | 23% | ? | i | 5% | 8%
O=S(=O)(c1ccc(=S)[nH]c1)N1CCOCC1 | -1% | -18% | -2% | -4.7 | -1% | 0.2% | i | 11% | -9%
